Screens (PubChem)
NOD1 NF-kB reporter = NOD1 signaling inhibitors, primary screen, cell-based, luminescence, uHTS (AID 1578) | 1% of 290,000 active | inhibition, % at 4 µM; hits with a dose series show EC50 in µM | NOD1-driven NF-kB luciferase reporter cells, luminescence; higher % means a stronger effect; in the data active = inhibition mostly above about 36%, no sharp cut-off; inactive = mostly below about 34%;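 note: HEK-293T reporter cells stimulated with the NOD1 agonist gamma-tri-DAP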
GPR55 activation = GPR55 agonists via beta-arrestin recruitment, primary screen, imaging, U2OS cells, beta-arrestin-GFP redistribution (AID 1961). U2OS GPR55 beta-arrestin-GFP redistribution imaging; higher % means a stronger effect. G-protein coupled receptor 55 (Homo sapiens). activation, % at 10 µM, or EC50 in µM where a hit was titrated. 0.048% of 290,000 active;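 active = activation above 40% with more than 50 cells counted in the well; inconclusive = wells holding fewer than 50 cells, flagged as toxic or sparse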;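 note: U2OS osteosarcoma cells stably expressing GPR55 and beta-arrestin-GFP; plate controls were DMSO negative control for no effect and LPI positive control for full effect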
GPR35 antagonists = GPR35 antagonists blocking zaprinast-driven arrestin recruitment, primary screen, imaging, U2OS, beta-arrestin-GFP, zaprinast agonist (AID 2058). one-dose inhibition, % at 10 µM; IC50 in µM for titrated hits. U2OS GPR35 beta-arrestin-GFP translocation imaging, zaprinast antagonism; higher % means a stronger effect. 0.052% of 290,000 active;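 active = inhibition of at least 50% with at least 30 cells and total cytoplasm GFP at most 10,000,000; inconclusive = under 30 cells or total GFP of 10,000,000 plus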
West Nile virus CPE = West Nile virus antiviral activity, cell-based, CPE readout (AID 1621) | West Nile virus-infected cells, CPE inhibition; higher % means a stronger effect | CPE inhibition, % at 10 µM; hits with a dose series show IC50 in µM | 0.02% of 290,000 active; in the data active = a potency from the dose series; inconclusive = CPE inhibition mostly from about 3.7% at the one dose, without a potency; inactive = the rest, 99 in 100 with CPE inhibition below about 2.2%; note: strong numbers were not always called active
NS5 inhibitors = Dengue-2 NS5 methyltransferase inhibitors, primary screen, biochemical, confirmation dose response (AID 588689); Dengue-2 NS5 methyltransferase capping enzyme assay, biochemical; higher % means a stronger effect; inhibition, % at 25 µM, or IC50 in µM where a hit was titrated; 0.3% of 340,000 active; in the data active = a potency from the dose series; inconclusive = inhibition above about 29% without an active follow-up result
HIV fusion peptide = inhibitors of HIV fusion peptide binding, primary screen, biochemical, uHTS, fluorescence dequenching (AID 1986) | cell-free peptide binding, fluorescence dequenching, 30 min; higher % means a stronger effect | inhibition, % at 20 µM; hits with a dose series show IC50 in µM | 0.3% of 290,000 active; in the data active = inhibition mostly above about 52%, no sharp cut-off; inactive = mostly below about 76%; note: some results filed as inactive read as strong as hits
KOR beta-arrestin-1 = KOR antagonists, beta-arrestin recruitment, cell-based, luminescence, uHTS (AID 1778); 0.091% of 290,000 active; inhibition, % at 10 µM, or IC50 in µM where a hit was titrated; KOR beta-arrestin recruitment, luminescence, antagonist mode; higher % means a stronger effect; Kappa-type opioid receptor (Homo sapiens); in the data active = inhibition above about 50%; note: strong numbers were not always called active
KOR beta-arrestin-2 = KOR agonists, beta-arrestin recruitment, primary screen, cell-based, luminescence, uHTS (AID 1777); Kappa-type opioid receptor (Homo sapiens); KOR beta-arrestin recruitment, luminescence; higher % means a stronger effect; activation, % at 10 µM, or EC50 in µM where a hit was titrated; 0.02% of 280,000 active; in the data active = activation above about 50%, passing the limit was not always enough; note: a part of the inactive calls stands beside numbers as strong as those of hits
GPR55 antagonists = GPR55 antagonists blocking LPI-driven arrestin recruitment, primary screen, imaging, U2OS, beta-arrestin-GFP, LPI agonist (AID 2013) | U2OS GPR55 beta-arrestin-GFP translocation imaging, LPI antagonism; higher % means a stronger effect | inhibition, % at 10 µM, or IC50 in µM where a hit was titrated | 0.13% of 290,000 active;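 active = spots per cell inhibited over 60%, with over 100 cells counted and total cytoplasm intensity under 500,000; inconclusive = wells with under 100 cells, flagged as likely toxic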;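 note: U2OS cells stably carrying GPR55 and arrestin-GFP stimulated by 5 µM LPI near EC80; imaged beta-arrestin-GFP aggregate spots per cell after agonist stimulation; plate controls were LPI-stimulated DMSO wells for no effect and DMSO wells without LPI for full effect; some results filed as inactive read as strong as hits; confirmed hits need IC50 under 10 µM and bright autofluorescent wells are also inconclusive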
NS5 inhibitors pilot replicate = recorded beside NS5 inhibitors, whose call it bears; inhibition, %; measured here: pilot screen replicate inhibition
* hit, by the source's call; ? = inconclusive; . = not tested or not shown; [ ] = remark or other dose.

SMILES	NOD1 NF-kB reporter	GPR55 activation	GPR35 antagonists	West Nile virus CPE	NS5 inhibitors	HIV fusion peptide	KOR beta-arrestin-1	KOR beta-arrestin-2	GPR55 antagonists	others
Cc1ccc(OCC(=O)N2CCN(C(=O)c3ccncc3)CC2)cc1	-29%	0.4%	-6%	-0.4%	-8%	1.2%	-4%	-2.0%	4%
CCn1c(C)c(C2=CCN(S(=O)(=O)c3ccc(C)cc3)CC2)c2ccccc21	2%	0.3%	18%	-0.4%	-7%	14%	-37%	3.9%	-2%
CCn1nnc(NC(=O)COc2cc(C)ccc2C(C)C)n1	4%	0.5%	-1%	0.7%	1%	-1.6%	5%	-3.7%	1%
O=C(Nc1ccccc1Cl)c1cnccn1	-16%	0.3%	-14%	0.1%	-14%	-0.9%	16%	.	1%
CC(C)CC(=O)N1CCN(c2ccc([N+](=O)[O-])cc2Cl)CC1	-24%	0.1%	-11%	-1.8%	-6%	-2.3%	0%	-1.8%	14%
Cc1cccc(NC(=O)CNC(=O)N2CC(=O)Nc3ccccc32)c1C	-24%	-0.2%	-9%	-0.1%	1%	1.6%	-42%	3.2%	8%
CC(=O)CSc1nnc2c3ccccc3nc(C(C)(C)C)n12	-19%	1.4%	-9%	-0.2%	-6%	-0.9%	-1%	-5.3%	2%
Cn1c(-c2ccc3c(c2)OCO3)cnc1NCc1cccc(O)c1	-17%	0.5%	8%	1.1%	-3%	-0.7%	-12%	1.5%	4%
COc1ccc(CN2CCN(S(=O)(=O)c3ccc(C)cc3)CC2)cc1Br	-17%	-0.1%	-1%	-0.4%	1%	0.2%	-18%	0.8%	-1%
CN1CCN(c2nc(NCCOC34CC5CC(CC(C5)C3)C4)nc(OCC(F)(F)F)n2)CC1	-18%	0.2%	-9%	.	-6%	-1.5%	-18%	1.1%	8%
O=C(Nc1c(C(=O)Nc2ccc3c(c2)OCCO3)cnn1-c1ccccc1Cl)c1ccco1	-25%	0.0%	-4%	?	-6%	0.0%	1%	6.0%	-17%
O=C(c1ccco1)N1CCN(S(=O)(=O)c2ccc(S(=O)(=O)NC3CCCCC3)cc2)CC1	10%	0.2%	-7%	-0.1%	-3%	2.0%	19%	5.1%	-1%
CSc1nc(C)c(C(=O)C[n+]2ccccc2C)cc1C#N	-12%	-0.3%	-11%	-0.1%	9%	-1.9%	14%	0.8%	-1%
Fc1ccc(Cn2ccc(-c3cnc(-c4ccccc4)s3)n2)cc1	-44%	-0.1%	-1%	-0.1%	-6%	1.5%	-4%	-6.9%	15%
O=S1(=O)CCOC[C@H](c2ccccc2)N1Cc1cccc(F)c1	-9%	-0.2%	-2%	-0.5%	-4%	-1.0%	-22%[20 µM]	0.7%	-2%
COc1ccc(OC)c(C(c2nnnn2Cc2ccccc2)N2CCC(C(N)=O)CC2)c1 (stereo unspecified)	2%	-0.2%	-4%	-0.1%	1%	-1.0%	1%	4.5%	-4%
Cc1cc(C)n2nc3nc4c(cc3c2n1)CCCC4	-18%	-0.1%	16%	0.6%	?	0.6%	-4%	-0.9%	9%
COc1ccc(NC(=O)c2ccc(NCCCN3CCOCC3)c([N+](=O)[O-])c2)cc1	-16%	0.2%	7%	-1.3%	-8%	0.8%	34%	-1.8%	-2%
O=C(CCN1C(=O)c2ccccc2C1=O)Nc1cccc(S(=O)(=O)N2CCCCC2)c1	-13%	0.2%	0%	-0.2%	-4%	1.6%	-17%	-7.3%	-2%	NS5 inhibitors pilot replicate=0.0
COc1ccc(C(=O)NCC(O)COc2ccc(C(C)(C)C)cc2)cc1[N+](=O)[O-] (stereo unspecified)	-2%	1.2%	5%	-1.3%	.	2.7%	35%	-0.3%	-1%
Cc1ccc(/C(N)=N/OC(=O)c2cc(-c3ccccc3)nc3ccccc23)cc1	37%	-0.1%	2%	-0.5%	-2%	1.2%	16%	-1.6%	31%
O=C(Cn1c(-c2ccccc2Cl)nc2ccccc21)Nc1cccc(Cl)c1	-22%	-0.2%	5%	-1.7%	5%	3.4%	.	.	9%
COc1ccc(-n2c(=S)[nH]c3cc(C(=O)N4CCN(c5ccccc5)CC4)ccc3c2=O)c(OC)c1	-3%	-0.2%	-3%	-0.6%	-7%	2.5%	-51%	2.5%	5%
O=C(O)c1ccc(Cl)cc1Nc1nc2cc(Cl)ccc2o1	44%	-0.4%	1%	0.2%	8%	68%*	-25%	5.3%	4%
COCCNC(=O)CSc1nc(-c2ccccc2)c(-c2ccccc2)o1	12%	0.2%	0%	-0.2%	-3%	-3.6%	-60%	-6.6%	9%
c1ccc(-c2cc3c(-n4cccc4)ncnc3o2)cc1	-19%	0.3%	3%	.	-3%	2.5%	21%	-4.3%	11%
CCc1ccccc1NC(=O)c1cc(-c2ccc(OC)cc2)on1	-2%	-0.1%	4%	-0.1%	-1%	-1.0%	15%	-1.5%	-2%
O=C1C2C3C=CC(C4CC34)C2C(=O)N1c1nccs1 (stereo unspecified)	-33%	-0.2%	2%	0.4%	1%	-0.8%	10%	-0.2%	-2%
COc1ccc(-c2csc(Nc3ccc(C)cn3)n2)cc1OC	-11%	0.2%	7%	0.2%	-5%	-1.0%	-37%[20 µM]	-5.0%	8%
NC(=O)C1(N2CCCCC2)CCN(C(=O)NC23CC4CC(CC(C4)C2)C3)CC1	-11%	0.1%	-1%	-1.0%	0%	-3.5%	-18%	.	-7%

Looked up by structure from above, two records:
SMILES	NOD1 NF-kB reporter	GPR55 activation	GPR35 antagonists	West Nile virus CPE	NS5 inhibitors	HIV fusion peptide	KOR beta-arrestin-1	KOR beta-arrestin-2	GPR55 antagonists	others
COc1ccc(C(=O)NCC(O)COc2ccc(C(C)(C)C)cc2)cc1[N+](=O)[O-] (stereo unspecified)	-2%	1.2%	5%	-1.3%	.	2.7%	35%	-0.3%	-1%
COc1ccc(NC(=O)c2ccc(NCCCN3CCOCC3)c([N+](=O)[O-])c2)cc1	-16%	0.2%	7%	-1.3%	-8%	0.8%	34%	-1.8%	-2%

Next results:
SMILES	NOD1 NF-kB reporter	GPR55 activation	GPR35 antagonists	West Nile virus CPE	NS5 inhibitors	HIV fusion peptide	KOR beta-arrestin-1	KOR beta-arrestin-2	GPR55 antagonists	others
CCOC(=O)Cc1csc(NC(=O)CN2CCN(c3ccccc3)CC2)n1	-18%	-0.2%	6%	-1.0%	1%	-1.1%	13%[20 µM]	-2.2%	2%
COc1cc(C(=S)N2CCN(c3cccc(Cl)c3)CC2)ccc1O	-8%	-0.1%	2%	-0.5%	13%	-0.9%	-126%[20 µM]	.	-3%
C=CCOC(=O)C1=C(C)NC(C)=C(C(=O)OCC=C)C1c1ccc(O)cc1	-1%	0.3%	-10%	-1.1%	-11%	-5.5%	-2%	-4.9%	32%
COc1ccc(NC(=S)NCCc2ccccc2)c(C)c1	-26%	-0.1%	-6%	-0.6%	5%	0.7%	17%	-0.3%	14%
CCOC(=O)N1CCN(c2cc(=O)n(C)c(=O)n2C)CC1	0%	0.0%	8%	0.3%	.	-1.0%	20%	4.2%	4%
CN(CCNC(=O)CCNC(=O)Cn1ccc2ccccc2c1=O)Cc1ccccc1	13%	0.0%	-6%	-0.5%	-3%	-0.9%	27%	1.5%	29%
COc1cccc(-c2nnc(SCC(=O)N3CC(C)CC(C)C3)o2)c1 (stereo unspecified)	-12%	-0.1%	15%	-0.9%	-1%	-3.0%	11%	2.2%	-5%
O=C(CN1C(=O)COc2ccc(Cl)cc21)Nc1ccc2c(c1)OCCO2	-4%	0.0%	21%	0.2%	-2%	-1.0%	8%	2.3%	0%
COc1ccc(-c2cn(-c3ccccc3)c(=S)[nH]2)cc1OC	-4%	0.0%	5%	-0.1%	-13%	-1.6%	27%	-0.6%	6%
CSc1oc(-c2ccccc2)nc1S(=O)(=O)c1ccc(C)cc1	3%	0.3%	17%	1.3%	4%	-1.5%	7%	2.1%	8%	NS5 inhibitors pilot replicate=-5.2
CCc1nnc(NC(=O)CSc2nc3c(c(=O)n2C)SC(C)C3)s1 (stereo unspecified)	-4%	-0.1%	27%	-0.5%	-4%	2.4%	-3%	-0.3%	1%
CCOc1cccc(C(=O)NC(=S)Nc2ccc(Cl)cc2C(=O)O)c1	-10%	-0.2%	-4%	0.1%	11%	6.9%	-45%	2.5%	2%
Cc1ccc(S(=O)(=O)N2CCC(C(=O)N3CCc4ccccc43)CC2)cc1	-12%	-0.2%	-10%	-1.0%	-6%	0.6%	12%	3.3%	-4%
CCC(OC(=O)c1nsc(Cl)c1Cl)C(=O)NCCc1ccccc1 (stereo unspecified)	-14%	0.1%	3%	-0.1%	-5%	0.9%	-14%	-5.4%	9%
Cc1c(NC(=O)Nc2ccc(F)cc2)c(=O)n(-c2ccccc2)n1C	-12%	-0.1%	-6%	-0.2%	-7%	-0.2%	2%	0.4%	6%
COc1ccc(/C=C2\SC(=S)NC2=O)cc1OS(=O)(=O)c1ccc(NC(C)=O)cc1	2%	-0.2%	-9%	2.2%	-4%	61%	-38%	0.9%	-1%
Cc1ccc(NC(=O)NCc2c(C)nn(C)c2C)cc1Cl	-34%	0.2%	-10%	-0.6%	-1%	-1.7%	-4%	-0.6%	-7%
COc1cc2c(cc1NC(=O)CCC(=O)O)oc1ccccc12	-28%	-0.4%	-6%	-0.2%	10%	0.7%	-60%[20 µM]	-3.0%	-13%
O=C(CC1(O)C(=O)Nc2ccccc21)c1ccc(-n2cccc2)cc1 (stereo unspecified)	-5%	0.6%	6%	1.3%	-5%	1.4%	20%	-5.7%	8%
CCOc1c(OC)cccc1C1CC(=O)Nc2cc3c(cc21)OCCO3 (stereo unspecified)	-3%	0.2%	-9%	-0.2%	-4%	-0.7%	26%	-3.7%	-9%
O=S(=O)(NC1=NCCC1)c1ccc(F)cc1F	-38%	-0.1%	-5%	0.0%	-6%	-0.7%	-18%	-3.4%	10%
CC(Oc1cc2oc(=O)c3c(c2cc1Cl)CCCC3)C(=O)NCc1cccnc1 (stereo unspecified)	-18%	-0.1%	-6%	-0.1%	-4%	0.8%	-27%	3.4%	-13%
C=CCOc1ccc(/C=N/NC(=O)C(=O)Nc2ccccn2)cc1OC	-7%	0.4%	-14%	0.5%	-5%	1.2%	26%	-3.1%	7%
CCOc1ccc(/C(O)=C2/C(=O)C(=O)N(c3ncccn3)C2c2ccc(C)cc2)cc1 (stereo unspecified)	-1%	-0.1%	3%	0.2%	-6%	0.5%	10%	.	14%
CCc1ccc(Nc2ccc(C(N)=O)cc2[N+](=O)[O-])cc1	36%	-0.3%	-7%	-1.1%	-8%	-2.8%	5%	-0.2%	8%
CS(=O)(=O)N1CCN(CC2CC3C=CC2C3)CC1 (stereo unspecified)	-7%	-0.1%	-14%	0.5%	-12%	4.2%	19%	-1.6%	25%

Not all compounds are listed; count on the stated rates, not on these rows.
